Assay outcomes (PubChem)
AmpC no deterg = inhibitors of E. coli AmpC beta-lactamase without detergent; P00811; actives 0.52% (n = 330,000); AmpC nitrocefin hydrolysis, absorbance 480 nm, 0.0001% Triton; Potency, µM (top dose mostly 57.1 µM), inactives show at the top dose activity change, negative = inhibition, actives largely listed as inhibitors;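 note: potency is the fitted concentration of half-maximal effect; plate controls were no compound for no effect and no enzyme for full effect; nearly all actives have a fitted effect of over 20% in size; some results filed as inactive show a strong effect at the top dose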
Target sequence (P00811 whole entry, looked up): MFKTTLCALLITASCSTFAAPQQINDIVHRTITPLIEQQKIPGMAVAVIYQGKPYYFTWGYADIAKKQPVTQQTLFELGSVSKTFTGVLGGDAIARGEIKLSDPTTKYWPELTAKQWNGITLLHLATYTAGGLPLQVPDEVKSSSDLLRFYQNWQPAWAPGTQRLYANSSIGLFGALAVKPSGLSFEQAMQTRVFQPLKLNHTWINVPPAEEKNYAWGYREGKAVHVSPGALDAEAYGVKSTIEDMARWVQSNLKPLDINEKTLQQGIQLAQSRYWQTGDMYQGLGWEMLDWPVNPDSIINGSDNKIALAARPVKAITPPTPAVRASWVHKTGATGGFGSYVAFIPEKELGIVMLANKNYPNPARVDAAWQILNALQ
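20 mM phosphate pH 7.0 + 0.01% (detergent screen) or 0.0001% Triton X-100; 5.3 nM AmpC reagent; cpd preinc 15 min RT; nitrocefin (800 uM stock) to start; A480 q20 s × 4 min; Activity was normalised to no-enzyme and no-compound control wells.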
HCMV inh = inhibitors of human cytomegalovirus | HFF cells, HCMV-luciferase reporter, 72 h; stronger effect = lower value | AID 1259415 | activity change, negative = inhibition, % at 57.5 µM | actives 4.5% (n = 410,000); in the data active = activity change below about -60%; inconclusive = no clear call, values can overlap the other calls; inactive = above about -39%
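Compounds were evaluated in HFFs infected with an HCMV luciferase reporter virus (MOI 1 PFU/cell). Luciferase in lysates collected 72 h post infection served as the replication measure.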
Tb PYK inh = T. brucei pyruvate kinase inhibition. AID 624173. TbPYK enzyme, Kinase-Glo Plus ATP luminescence, 45 min. Potency, µM (titrated, usually from 76.8 µM), for the others: top-dose activity, negative = inhibition, usual class: inhibitors. actives 0.12% (n = 410,000). Q57TT1; note: potency is the fitted concentration of half-maximal effect; nearly all actives have a fitted effect of over 50% in size
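Quantitative HTS: titrated library compounds versus trypanosomal pyruvate kinase in TEA buffer (pH 7.2) containing KCl, MgCl2, BSA and Tween-20. Reactions were initiated with ADP, 130 uM final. Kinase-Glo Plus luminescence was read after 45 min at RT.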
LmPK inhibitor = LmPK (Leishmania mexicana) enzyme inhibition. Potency, µM (highest dose often 57.5 µM), for the others: top-dose activity change, negative = inhibition, hits mostly inhibitors. purified LmPK, Kinase-Glo ATP luminescence, 1 h. Q27686. actives 0.37% (n = 290,000); note: potency is the fitted concentration of half-maximal effect
Target sequence (Q27686 whole entry, looked up): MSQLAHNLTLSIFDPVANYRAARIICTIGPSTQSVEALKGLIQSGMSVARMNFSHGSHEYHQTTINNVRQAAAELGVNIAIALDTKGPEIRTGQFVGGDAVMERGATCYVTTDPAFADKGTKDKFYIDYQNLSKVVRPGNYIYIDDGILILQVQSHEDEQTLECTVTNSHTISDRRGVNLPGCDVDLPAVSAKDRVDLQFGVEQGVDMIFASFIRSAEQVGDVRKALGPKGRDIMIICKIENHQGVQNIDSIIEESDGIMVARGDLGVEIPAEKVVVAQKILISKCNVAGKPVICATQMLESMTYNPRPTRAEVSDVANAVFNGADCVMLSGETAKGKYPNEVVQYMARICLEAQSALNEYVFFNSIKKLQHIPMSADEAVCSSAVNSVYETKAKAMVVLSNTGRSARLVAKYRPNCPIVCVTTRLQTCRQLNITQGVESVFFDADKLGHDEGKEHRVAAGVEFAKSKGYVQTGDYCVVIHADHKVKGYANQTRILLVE
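Purified LmPK (0.1 nM) converted ADP (0.1 mM) to ATP with PEP (0.5 mM) in imidazole buffer pH 7.2 with KCl and MgCl2, 1 h at room temperature. ATP was read by Kinase-Glo luminescence; data normalized to uninhibited and no-enzyme controls.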
Sm TGR block = inhibitors of Schistosoma mansoni thioredoxin glutathione reductase; Q962Y6; purified TGR, DTNB reduction, TNB absorbance 405 nm; Potency, µM (highest dose often 114 µM), for the others: top-dose activity change, negative = inhibition, usual class: inhibitors; actives 3% (n = 360,000); AID 485364; note: potency is the fitted concentration of half-maximal effect; nearly all actives have a fitted effect of over 60% in size
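Kinetic colorimetric format: TGR-catalysed, NADPH-driven DTNB reduction monitored via TNB absorbance. Enzyme dispensed at 20 nM; compound exposure 15 min at room temperature before reaction start.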
AmpC inh detg = blocks E. coli AmpC beta-lactamase in detergent assay; actives 0.041% (n = 370,000); Potency, µM (doses to about 114 µM), inactives show top-dose activity change, negative = inhibition, hits mostly inhibitors; AmpC hydrolysis of nitrocefin, absorbance 480 nm, 0.01% Triton;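 note: potency is the fitted concentration of half-maximal effect; 0% = no-compound wells and -100% = no-enzyme wells; nearly all actives have a fitted effect of over 25% in size; some results filed as inactive show a strong effect at the top dose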
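AmpC (5.3 nM in the dispensed reagent) in 20 mM phosphate pH 7.0 with 0.01% (detergent screen) or 0.0001% Triton X-100 was preincubated with compounds for 15 min at room temperature. Nitrocefin was then added from an 800 uM solution, and hydrolysis was followed at 480 nm.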
AMA1-RON2 inh = inhibitors of Plasmodium falciparum AMA1-RON2 interaction. actives 0.2% (n = 360,000). AlphaScreen AMA1-biotinylated RON2 peptide binding. AID 720542. Potency, µM (doses to about 58.2 µM), without a hit: top-dose activity change, negative = inhibition, usual class: inhibitors;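 note: potency is the fitted concentration of half-maximal effect; 0% = vehicle wells and -100% = peptide control; nearly all actives have a fitted effect of over 45% in size; some results filed as inactive show a strong effect at the top dose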
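AMA1 (3D7) with his tag at 25 nM final met compounds first, then biotinylated RON2 peptide at 25 nM; detection used donor plus acceptor beads, 10 µg/mL apiece, read by AlphaScreen after 30 min at room temperature.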
An asterisk follows results filed as active; ? = inconclusive; . = no result given; & = joins results of further samples; [ ] = another dose, or the depositor's remark. Unless noted, calls come from the whole dose curve; as a rule, active = well fitted curve in the direction sought with a large enough effect; inconclusive = small, poorly fitted or top-dose-only effect, or another doubt; inactive = no such curve, though single readings can be large; an effect the other way counts as inactive or inconclusive. Unless noted, % is set by controls: 0 for no effect and ±100 for the full control effect.

| smiles | AmpC no deterg | HCMV inh | Tb PYK inh | LmPK inhibitor | Sm TGR block | AmpC inh detg | AMA1-RON2 inh |
| --- | --- | --- | --- | --- | --- | --- | --- |
| Cc1nc(S/C(=C/c2ccc(-c3cccc(Cl)c3)o2)C(=O)O)n[nH]1 | -27% | 1 | 3% | 2% | -22% | -12% | -1% |
| CCN(CC)C(=O)C1=C(C)N(Cc2ccc(C(C)(C)C)cc2)C(=O)C(CC(=O)NCc2cccc3ccccc23)C1 (stereo not given) | . | 16 | -6% | . | . | . | -6% |
| COc1ccc(S(=O)(=O)NCc2cccnc2)cc1C | -2% | -7 | -5% | 1% | 1% | -8% | 5% |
| COc1cc(-c2nnc3sc(C4CCCCC4)nn23)cc(OC)c1OC | 121%[activator] | . | -5% | 10% | -10% | ? | 0% |
| O=C(NCCCN1CCCC1=O)c1sc2ccccc2c1Cl | 4% | 102 | 15% | 5% | 8% | -13% | 27% |
| O=C(O)c1ccc(S(=O)(=O)NC2CCCCC2)cc1 | -10% | 8 | 0% | 1% | -14% | ? | -2% |
| Cc1onc(-c2ccccc2)c1C(=O)N1CCN(S(=O)(=O)c2ccccc2Br)CC1 | 16% | 8 | -1% | 6% | 1% | -11% | -2% |
| CC(C)c1csc(CN2CCC(CCC(=O)NCC3CCCO3)CC2)n1 (stereo not given) | 24% | 40 | -5% | -6% | -33% | 2% | -21% |
| Cc1nc(SCC(=O)NC2CCCC2)c2oc3ccccc3c2n1 | . | -30 | 2% | . | . | . | 1% |
| CC(c1ccon1)N(C)Cc1cn[nH]c1-c1ccc(-c2ccccc2)cc1 (stereo not given) | 28% | 17 | 0% | -2% | -3% | 0% | -1% |
| CCOC(=O)/C=C/C(=O)OCC(=O)Nc1ccc(Cl)cc1Cl | -7%[11.4 µM] | 44 | -1% | 3% | 11µM* | -10% | 2% |
| N#CC12CCCCC1CC1CCCCC1(C#N)N2Cc1cccnc1 (stereo not given) | -4% | ? | 1% | 1% | 0% | -6% | -10% |
| c1ccc(-c2ccn3nnnc3n2)cc1 | -4% | 56 | -3% | 2% | ? | -14% | 12% |
| COc1ccc(Cl)cc1C(=O)CSc1nnnn1C1CCCCC1 | -21% | -62* | -1% | 1% | -10% | 1% | -1% |
| CN(CC(=O)Nc1cccc(F)c1)C(=O)CSc1ccc(Br)cc1 | -15% | -2 | 2% | . | 0% | -18% | -4% |
| C[C@@H](NC(=O)OC(C)(C)C)C(=O)NCC1CCC(C(=O)N[C@@H](Cc2ccccc2)C(=O)O)CC1 (stereo not given in full) | 7% | -10 | 10% | 1% | 6% | -3% | 0% |
| COc1cc(=O)n(C)c2c(O)cccc12 | -22% | 28 | -7% | -2% | -3% | 12% | 12% |
| CC1(C)Cc2cccc(OCC(=O)NCCc3ccc(S(N)(=O)=O)cc3)c2O1 | -23% | -3 | -6% | . | 1% | 6% | -7%[11.6 µM] |
| CCOc1ccc(-c2nnc(-c3snc(-c4ccc(F)cc4)c3N=CN(C)C)o2)cc1 | -27% | -25 | -1% | 1% | -8% | -11% | 15% |
| Cc1nc2ccc(NC(=S)NC3CCCCC3)cc2nc1C | -12% | -29 | -5% | 6% | ? | 5% | 8% |
| Cc1ccc(-c2nc(NCc3ccco3)n(S(C)(=O)=O)n2)cc1 | -13% | 25 | -5% | -5% | 2% | 5% | 0% |
| CCCCn1c(SCC(=O)c2cc(OC)ccc2OC)nc2cc(S(N)(=O)=O)ccc21 | -8% | -20 | -11% | -3% | -10% | -2% | 12% |
| CCc1ccccc1-n1nnc(-c2nc(-c3ccccc3F)no2)c1C | . | 47 | 0% | . | 2% | -1% | . |
| COc1ccc(NC(=O)c2ccc3c(c2)C(=O)N(Cc2cccnc2)C3=O)c(OC)c1 | -16% | 57 | 5% | 0% | 1% | ? | -9% |
| CC(C)(C)N(Cc1ccccc1)C(=O)c1ccncc1 | -20% | 7 | -7% | -2% | -4% | -10% | 3% |

Arranged by length of the SMILES (falling): some entries from above.
| smiles | AmpC no deterg | HCMV inh | Tb PYK inh | LmPK inhibitor | Sm TGR block | AmpC inh detg | AMA1-RON2 inh |
| --- | --- | --- | --- | --- | --- | --- | --- |
| Cc1nc(S/C(=C/c2ccc(-c3cccc(Cl)c3)o2)C(=O)O)n[nH]1 | -27% | 1 | 3% | 2% | -22% | -12% | -1% |
| COc1cc(-c2nnc3sc(C4CCCCC4)nn23)cc(OC)c1OC | 121%[activator] | . | -5% | 10% | -10% | ? | 0% |
| N#CC12CCCCC1CC1CCCCC1(C#N)N2Cc1cccnc1 (stereo not given) | -4% | ? | 1% | 1% | 0% | -6% | -10% |

Other structures follow:
| smiles | AmpC no deterg | HCMV inh | Tb PYK inh | LmPK inhibitor | Sm TGR block | AmpC inh detg | AMA1-RON2 inh |
| --- | --- | --- | --- | --- | --- | --- | --- |
| CC1CCCCC12NC(=O)N(CC(=O)Nc1ccc(S(=O)(=O)N3CCOCC3)cc1)C2=O (stereo not given) | -8% | 1 | -3% | 3% | 5% | -5% | 5% |
| COc1cccc(C=NCCCN=Cc2cccc(OC)c2O)c1O | -13% | 76 | -13% | -20% | -10% | -2% | 96%[activator] |
| COc1ccc(C(=O)C2CCCN(C(=O)c3n[nH]c4c3CCCC4)C2)cc1OC (stereo not given) | 52% | -35 | -3% | -4% | 38%[activator] | -6% | -5% |
| CCCOc1ccc(NC(=O)CC2C(=O)N(c3ccc(C)cc3)C(=O)N2C2CCCC2)cc1 (stereo not given) | . | 32 | 3% | . | 1% | ? | . |
| CC(C)C(=O)N1CCC(c2nc(-c3ccc(S(=O)(=O)N4CCN(C)CC4)cc3)no2)CC1 | 143%[activator] | -31 | -11% | 2% | . | 1% | 0% |
| Cc1cc(C)c(S(=O)(=O)N2C[C@H]3CON(C)[C@H]3C[C@H]2c2ccc(N3CCCCC3)cc2)c(C)c1 | . | -35 | 1% | . | . | . | ? |
| CNc1c(NS(=O)(=O)c2ccc(Br)cc2)c(=O)oc2ccccc12 | -45% | 47 | -2% | -3% | -2% | -5% | 14% |
| CC(C)(O)P(=O)(O)CCc1ccccc1 | -13% | 73 | -15% | 2% | 13% | -9% | -4% |
| CCOCC1(CCc2ccccc2)C(=O)NC(=S)NC1=O | . | -8 | -1% | . | . | . | -3% |
| COc1ccc(/C=C(\NC(=O)c2ccc(Cl)cc2)C(=O)NCCCN2CCOCC2)cc1OC | -13% | -15 | -1% | 1% | -11% | 0% | 1% |
| CCN(CC)CCCNC(=O)c1c(O)c2c([nH]c1=O)CCCC2 | -8% | 32 | -5% | -2% | 8% | -2% | 8% |
| CCc1ccc2c(CN3CCc4ccccc43)cc(=O)oc2c1 | -39% | 31 | 0% | 5% | ? | ? | -13% |
| c1ccc(-c2cn3c4c(sc3n2)CCCC4)cc1 | -38% | ? | -8%&-17% | 14µM* | 6% | 0% | 19%&-27% |
| CCC1CCCCN1CC(=O)Nc1cc(OC)c(OC)cc1C#N (stereo not given) | -17% | -38 | 2% | -1% | -8% | -7% | 1% |
| CC(C)CC(=O)N1CCN(C(=O)c2ccc(F)cc2)CC1 | -14% | 21 | -3% | 1% | -5% | -11% | -1% |
| Cc1cc2oc(=O)cc(CN3CCCCC3)c2cc1C | -24% | 14 | 7% | -2% | -10% | 4% | 0% |
| CCOC(=O)CNc1nc(Cl)nc(Nc2ccc(Cl)cc2)n1 | -9% | 30 | -7% | 4% | 30% | 5% | -6% |
| CC(C)n1cc(C(=O)N2CCCC(N3CCN(c4cccc(Cl)c4)CC3)C2)cn1 (stereo not given) | 156%[activator] | 3 | 1% | 2% | 0% | 5% | 2% |
| NC(=O)c1cc(S(=O)(=O)N2CCOCC2)cs1 | -8% | -32 | 3% | -2% | 4% | -3% | 6% |
| COC(=O)c1ccccc1NC(=O)CN1C(=O)CSC1=O | -5% | 1 | -2% | -6% | 12% | ? | 26% |
| COc1ccc(C(=O)CN2Cc3ccccc3C2=N)cc1 | -22% | 87 | -2% | -7% | 8% | 3% | -1% |
| COc1ccc(N(C)S(=O)(=O)c2cccc(C(=O)N3CCN(c4ccccc4)CC3)c2)cc1 | 87%[activator] | -24 | -2% | . | -17% | -16% | ? |
| COc1cccc(C(=O)N/N=c2\sc3ccccc3n2C)c1 | -1% | -38 | -4% | -2% | -5% | ? | 29% |
| O=C(NNC(=O)C1CCCN(S(=O)(=O)c2cccc(F)c2)C1)C1CC1 (stereo not given) | -13% | -19 | -19% | -2% | 10% | 2% | 34%[activator] |
| COc1cccc(C2C(C(C)=O)=C(O)C(=O)N2CCNCCO)c1 (stereo not given) | -14% | . | . | -18% | -17%[57.1 µM] | -2% | . |

Next part.
| smiles | AmpC no deterg | HCMV inh | Tb PYK inh | LmPK inhibitor | Sm TGR block | AmpC inh detg | AMA1-RON2 inh |
| --- | --- | --- | --- | --- | --- | --- | --- |
| CCOC(=O)c1nn(-c2ccc(F)cc2)cc1O | -18% | 18 | -1% | 2%[11.5 µM] | -4% | 6% | 6% |
| O=C(NCc1ccccc1F)c1cccc(S(=O)(=O)N2CCCCC2)c1 | -19% | 23 | -3% | . | . | . | -3% |
| CCCNC(=O)C1(C)CCCN(Cc2ccc3c(c2)OCO3)C1 (stereo not given) | . | 10 | 0% | . | . | . | -3% |
| Cc1nnc(Nc2ccc3c(c2)OCO3)c2ccccc12 | -24% | -91* | 0% | -6% | -35% | -18% | -7% |
| Cc1cccnc1NC1(C(F)(F)F)N=C2SCCN2C1=O (stereo not given) | -14% | -26 | -1% | 5% | 14% | 3% | 0% |
| CC(C)c1ccc(OCc2cc(=O)n3c(-c4ccccc4)csc3n2)cc1 | . | -19 | 9% | . | -3% | 4% | . |
| COc1ccccc1C(=O)NC(=O)CSc1nnc(C)s1 | -10% | -4 | -5% | -8% | -10% | -4% | -3% |
| Cc1ccc(-n2c(=S)[nH]c3c(oc4ccccc43)c2=O)cc1C | -33% | -20 | -11% | -1% | -15% | -2% | 47%[activator][11.6 µM] |
| CSc1ccccc1-c1cnc(NC(C)=O)cn1 | . | 22 | -4% | . | . | . | 4% |
| COc1ccc(S(=O)(=O)N(CC(=O)NCCc2ccccc2)c2ccc(Cl)cc2)cc1 | . | 17 | 0% | . | -8% | -15% | . |
| O=C1C=C(N2CCOCC2)c2cccc3cccc1c23 | . | 13 | -6% | . | . | . | -19% |
| Cc1c(Br)c([N+](=O)[O-])nn1CC(=O)Nc1ccc(C(C)C)cc1 | -27% | -20 | 9% | 5% | 1% | 5% | -13% |
| C/C(=N\NC(=O)c1cccc([N+](=O)[O-])c1)c1cccs1 | -4% | -17 | -5% | -2% | 13% | -1% | 65%[activator] |
